# Screening results from PubChem.
# Tau fluor counter: counter-screen for tau fibril formation inhibitors | Potency, µM (highest dose often 57.7 µM), for inactives: top-dose activity change, negative = decrease | AID 1463 | 0.93% of 280,000 active | tau K18 P301L Alexa594 fluorescence, heparin fibrillization; note: % is set by controls: 0 for no effect and ±100 for the full control effect; nearly all actives have a fitted effect of over 55% in size
#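 Human tau K18 P301L (15 uM unlabeled, 0.24 uM Alexa 594-labeled) in 100 mM sodium acetate pH 7 with 20 uM heparin, 6 hr at 37 C. ThT 30 uM added, 1 hr ambient; Alexa 594 FP and total fluorescence read at 555/632 nm.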
# GAA spleen mod: lysosomal alpha-glucosidase (human) modulation; P10253; human spleen homogenate, 4-MU-alpha-glucoside fluorescence; Potency, µM (series often up to 79.9 µM), inactives show top-dose activity change, negative = inhibition, actives largely listed as inhibitors; 0.006% of 240,000 active; AID 2112;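 note: 0% = enzyme with vehicle and -100% = no enzyme basal signal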
#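 Human spleen homogenate (1 ug) incubated with compounds and 1 mM 4-methylumbelliferyl-alpha-D-glucopyranoside in pH 5.0 citrate/phosphate buffer, 37 C, 40 min. Stopped at pH 10; 4-MU fluorescence (Ex 365/Em 440 nm); AC50 by Hill fit.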
# Epigenetic reg: regulators of epigenetic silencing causing reporter derepression in mouse cells. murine LDR cells, GFP reporter derepression, 30 h. Potency, µM (top dose mostly 53.9 µM), without a hit: at the top dose GFP activation, usual class: activators. 0.2% of 280,000 active. AID 1865; note: % of control where 0% means no effect; nearly all actives have a fitted effect of over 60% in size
#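 Murine LDR cells carrying a silenced, genomically integrated CMV-driven GFP reporter were exposed to compound for 30 hours at 37 C. After PBS washes, GFP-positive cells (20–120 um objects) were counted by laser-scanning microplate cytometry.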
# GAA glycogen mod: GAA glycogen-cleavage inhibition or activation; P10253; recombinant GAA, glycogen substrate, Amplex Red glucose oxidase fluorescence; Potency, µM (highest dose often 76.4 µM), for the others: at the top dose activity change, negative = inhibition, usual class: inhibitors; 0.38% of 300,000 active;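 note: 0% = full enzyme reaction and -100% = no-enzyme basal signal; the screen sought inhibitors and activators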
#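 Recombinant enzyme (4 nM final) with compounds titrated up to 77 uM and bovine liver glycogen (30 ug) in citrate pH 5.0, 0.01% Tween-20, 37 C 40 min. Released glucose detected by Amplex Red/glucose oxidase (Ex 573/Em 610); AC50 from Hill fits.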
# GLA spleen mod: alpha-galactosidase A (human) modulation. human spleen homogenate, 4MU-alpha-Gal fluorescence, 40 min. Potency, µM (doses to about 80 µM), without a hit: at the highest dose activity change, negative = inhibition, usual class: inhibitors. 0.008% of 240,000 active. AID 2107;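 note: 0% = enzyme with vehicle and -100% = no enzyme basal signal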
#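 Spleen homogenate 1 ug + cpd (titration) + 4-MU-alpha-D-galactopyranoside 1 mM; 37C 40 min; 50 mM citrate/phosphate pH 5.0, 0.01% Tween-20; stop pH 10; fluorescence 365/440; AC50 via Hill.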
# GAA inh: inhibitors of human lysosomal alpha-glucosidase; 0.005% of 200,000 active; Potency, µM (doses to about 76.9 µM), for inactives: at the highest dose activity change, negative = inhibition, hits mostly inhibitors; purified human GAA, 4-MU-alpha-glucoside fluorescence; P10253;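 note: plate controls were uninhibited enzyme wells for no effect and no-enzyme background for full effect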
#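 Enzyme (4 nM final) mixed with compound (up to 77 uM), then 4-MU-alpha-D-pyranoside (400 uM final) added; 20 min at room temperature, pH 5.0. Reaction stopped at pH 10, fluorescence read, AC50 derived by Hill fit.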
# NPSR antagonist: antagonists of human neuropeptide S receptor cAMP signaling. CHO-NPSR cells, cAMP TR-FRET, antagonist mode. Potency, µM (top dose mostly 38.3 µM), for the others: top-dose activity change, negative = inhibition, hits mostly inhibitors. 1% of 220,000 active; note: % is set by controls: 0 for no effect and ±100 for the full control effect; nearly all actives have a fitted effect of over 50% in size; many of its hits are not listed in these tables
# Target sequence (Q6W5P4 whole entry, looked up): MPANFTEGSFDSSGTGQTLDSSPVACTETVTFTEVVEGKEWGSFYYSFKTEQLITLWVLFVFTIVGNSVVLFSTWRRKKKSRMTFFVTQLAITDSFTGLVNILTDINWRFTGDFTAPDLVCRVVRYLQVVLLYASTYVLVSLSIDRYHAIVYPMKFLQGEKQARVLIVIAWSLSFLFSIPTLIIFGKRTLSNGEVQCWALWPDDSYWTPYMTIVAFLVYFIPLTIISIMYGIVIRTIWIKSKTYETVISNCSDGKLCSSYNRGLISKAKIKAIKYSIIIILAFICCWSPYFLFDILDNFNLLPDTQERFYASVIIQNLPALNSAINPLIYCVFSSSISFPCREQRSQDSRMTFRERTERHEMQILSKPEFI
# ALDH1A1 block: ALDH1A1 (human) enzyme inhibition | AID 1030 | Potency, µM (doses to about 75.3 µM), for the others: at the top dose activity, negative = inhibition, actives largely listed as inhibitors | Purified ALDH1A1, NADH fluorescence, propionaldehyde substrate | P00352 | 7.3% of 220,000 active; active = well fitted inhibition curve with a large enough effect, not every such curve was filed as active; inconclusive = small, poorly fitted or top-dose-only effect, or another doubt; inactive = no such curve, though single readings can be large or run the other way;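 note: plate controls were no enzyme wells and a reference inhibitor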
# Target sequence (P00352 whole entry, looked up): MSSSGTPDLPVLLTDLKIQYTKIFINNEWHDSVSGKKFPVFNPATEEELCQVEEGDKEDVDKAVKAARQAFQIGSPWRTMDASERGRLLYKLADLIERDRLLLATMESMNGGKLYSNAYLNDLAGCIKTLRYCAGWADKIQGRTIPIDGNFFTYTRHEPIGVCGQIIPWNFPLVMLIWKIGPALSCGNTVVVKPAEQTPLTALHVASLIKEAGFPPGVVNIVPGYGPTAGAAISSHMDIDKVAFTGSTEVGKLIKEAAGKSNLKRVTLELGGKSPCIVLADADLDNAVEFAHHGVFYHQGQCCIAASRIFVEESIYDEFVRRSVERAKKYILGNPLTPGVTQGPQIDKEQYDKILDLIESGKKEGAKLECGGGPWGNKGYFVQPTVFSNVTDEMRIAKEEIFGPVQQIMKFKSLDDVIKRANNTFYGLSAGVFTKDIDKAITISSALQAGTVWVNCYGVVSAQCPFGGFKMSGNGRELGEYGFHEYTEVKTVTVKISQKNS
# Starred values were filed as active, the others as inactive; ? = inconclusive; / = not tested or not shown; [ ] = remark or other dose. Unless noted, calls come from the whole dose curve; as a rule, active = well fitted curve in the direction sought with a large enough effect; inconclusive = small, poorly fitted or top-dose-only effect, or another doubt; inactive = no such curve, though single readings can be large; an effect the other way counts as inactive or inconclusive. Potency is the fitted concentration of half-maximal effect.
SMILES,Tau fluor counter,GAA spleen mod,Epigenetic reg,GAA glycogen mod,GLA spleen mod,GAA inh,NPSR antagonist,ALDH1A1 block
COCCNC(=O)C(c1ccc(F)cc1)N(CCOC)C(=O)CCC(=O)Nc1nccs1 (configuration not stated),-4.3%,3.2%,1.0%,-0.5%,1.7%,-2.9%,7.5%[46.1 µM],7.4%
CN1CCN(C(=O)c2cc3c(C(F)(F)F)nn(C)c3s2)CC1,2.5%,-7.6%,-4.6%,2.4%,-2.8%,0.6%,2.2%[46.1 µM],6.5%
CCOC(=O)Cc1csc(NC(=S)NC(=O)C(C)(C)C)n1,1.9%,-6.7%,0.9%,-9.3%,-10.6%,-3.9%,6.7%,-2.7%
Cn1c(=O)[nH]c(=O)c2c1nc(N1CCCCCC1)n2Cc1cccc2ccccc12,7.1%,5.3%,-3.0%,4.3%,1.7%,6.8%,-14.8%[46.1 µM],?
O=C(Cc1ccsc1)NCC(c1ccco1)N1CCCCC1 (configuration not stated),-6.6%,1.8%,-4.2%,7.6%,0.5%,-2.0%,-3.1%[46.1 µM],10.1%
Cc1cccc(Cn2ccc(N)n2)c1,-0.7%,/,-1.3%,2.9%,-2.7%,0.7%,8.9%,?
Cc1ccc(N2CCN(CC(=O)Nc3c(C(=O)C4CC4)oc4ccccc34)CC2)cc1,-2.7%,-2.1%,4.4%,7.9%,-0.4%,2.6%,-3.0%[46.1 µM],5.9%
CCOC(=O)COc1c(OC)cc(Cl)cc1C1NC(=O)NC(C)=C1C(C)=O (configuration not stated),1.6%,0.0%,-1.0%,0.9%,5.0%,-2.9%,-6.3%[46.1 µM],-4.9%
Cc1ccsc1/C=N/n1c(-c2ccco2)n[nH]c1=S,-9.8%,-6.3%,1.1%,3.7%,6.3%,-6.6%,-19.5%[46.1 µM],14.1µM*
Cc1c(Br)c([N+](=O)[O-])nn1CCCC(=O)Nc1c(C)n(C)n(-c2ccccc2)c1=O,-8.9%,-2.2%,-7.2%,0.3%,-5.5%,-0.8%,10.2%,?
COc1ccc(N=c2oc3cc(O)ccc3cc2C(=O)Nc2ccccn2)cc1OC,?,0.5%,?,7.0%,-1.3%,-11.0%,-21.8%,?
COC(=O)C1CCCN1C(=O)C1CCCN1C(=O)CNC(=O)OCc1ccccc1 (configuration not stated),1.5%,1.1%,0.0%,2.7%,0.4%,2.8%,-3.6%[46.1 µM],6.8%
NC(=O)CC(NC(=O)c1ccccc1)c1ccc(NC2CCCC2)c([N+](=O)[O-])c1 (configuration not stated),-3.4%,-0.4%,?,2.7%,9.5%,/,2.5%,/
Cc1c(-n2cc(C(=O)O)c(=O)c3cc(F)c(N4CCCC4)c(F)c32)c(=O)n(-c2ccccc2)n1C,-4.0%,-1.4%,-0.1%,-1.9%,4.3%,4.2%,-11.5%[46.1 µM],8.6%
CN(Cc1cccs1)C(=O)Cn1cnc2cc([N+](=O)[O-])ccc2c1=O,-8.6%,-0.7%,0.0%,-8.9%,-7.1%,-11.6%,-13.3%,-8.1%
CCOC(=O)C(=N/O)/C(C)=N/NC(=O)C(=O)Nc1cc(Cl)ccc1Cl,-15.0%,1.7%,8.8%,-8.8%,10.3%,/,-9.4%,/
CC(C)(C)OC(=O)N/N=C/c1cccc([N+](=O)[O-])c1,-16.7%,-1.3%,2.1%,4.8%,0.6%,-1.7%,26.9%,-14.6%
COc1ccccc1C1CCN(c2ccc(CO)cc2[N+](=O)[O-])CC1,?,-2.2%,-0.8%,-5.1%,-2.5%,-7.6%,13.3%,?
COc1ccccc1NC(=O)CN1CCN(c2ccccc2OC)CC1,3.0%,1.1%,-0.1%,4.0%,-5.3%,/,37.4%,-0.6%
COC(C[C@H]1O[C@@H]1[C@@H](O)COCc1ccccc1)OC,16.7%,9.3%,4.6%,4.2%,8.8%,/,19.2%,/
COc1ccc(C)cc1NC(=O)C(Sc1nnnn1C)c1ccccc1 (configuration not stated),-0.1%,-2.9%,1.7%,-13.4%,3.0%,4.7%,0.0%,?
COc1cc2c(cc1NC(=S)NC(=O)c1c(OC)cccc1OC)oc1ccccc12,-21.9%,3.6%,0.0%,-4.3%,3.8%,-3.2%,-3.1%,?
C[C@H](NC(=O)c1nc[nH]c1C(=O)N1CCc2ccccc2C1)C(=O)OCc1ccccc1,-4.4%,4.5%,0.5%,-5.5%,1.7%,/,7.7%,/
Cc1ccc(S(=O)(=O)N[C@H]2COC(=O)[C@H](C)COC(=O)C/C=C\[C@H]2C)cc1,-7.6%[11.6 µM],1.4%[17.4 µM],1.1%[10.1 µM],/,-0.4%[17.5 µM],/,/,11.4%[13.5 µM]
COc1ccc(C(C(=O)NC2CCCC2)N2CCc3ccccc32)cc1 (configuration not stated),-15.6%,-10.3%,0.0%,-13.4%,2.4%,1.5%,13.2%[46.1 µM],2.3%
O=C(CSCc1cccs1)N1CCCC1,6.0%,-9.7%,0.0%,2.8%,-0.4%,1.6%,-3.9%[46.1 µM],?
CC(C)=N/N=C(\c1cccc([N+](=O)[O-])c1)C12CN3CN(CN(C3)C1)C2,1.9%,5.1%,1.3%,-0.5%,8.0%,-4.7%,10.2%,?
CCC1=NN(C(=O)Cc2ccc([N+](=O)[O-])cc2)C(O)(C(C)(C)C)C1 (configuration not stated),4.3%,4.0%,-1.1%,?,4.8%,4.3%,-14.3%,-10.1%
CC1(C)Cc2c(sc3nc(SCC(=O)NCc4ccco4)n(-c4ccccc4)c(=O)c23)CS1,-1.4%,-2.4%,5.9%,-5.2%,3.7%,1.1%,-20.5%[46.1 µM],?
CCOc1ccc(N2C(=O)c3cccnc3C2Nc2ccc(C)cc2)cc1 (configuration not stated),-15.7%,-9.7%,1.1%,-14.6%,-0.9%,-2.5%,-5.2%[46.1 µM],-0.5%
CCOC(=O)c1c(C)[nH]c(-c2csc(C)n2)c1C,-12.8%,1.5%,-3.6%,0.5%,-17.3%,-3.3%,10.1%,1.7%
CCCSC1=C(C#N)C(c2cccnc2)C(C(=O)OCC)=C(c2ccccc2)N1 (configuration not stated),-15.2%,-3.1%,1.9%,-8.8%,-6.4%,1.3%,?,-8.4%
CC(=O)N1CCN(S(=O)(=O)c2cccc(C(=O)Nc3nc4ccccc4[nH]3)c2)CC1,-9.8%,-3.7%,0.1%,-13.3%,6.1%,?,-3.1%[46.1 µM],-15.9%
CCCCc1nc(Cl)c(CO)n1Cc1ccc(-c2ccccc2-c2nn[nH]n2)cc1,-3.4%,5.3%,-0.5%,16.2%[76.3 µM],1.2%,/,/,-0.4%
CCOC(=O)N1CCC(NC(=O)CSCc2cnn(-c3ccccc3)c2-n2cccc2)CC1,-3.0%,-1.3%,-2.3%,-2.3%,-4.8%,2.5%,-23.5%[46.1 µM],?
COc1ccc(Nc2nnc(Cc3ccccc3)c(=O)[nH]2)c(OC)c1,-10.1%,-2.8%,-0.1%,-3.4%,-1.0%,7.8%,-1.0%[46.1 µM],?

# Some values from the results shown.
# `COc1ccccc1NC(=O)CN1CCN(c2ccccc2OC)CC1` in Tau fluor counter is entered as 3.0%
# `COc1ccc(C(C(=O)NC2CCCC2)N2CCc3ccccc32)cc1` (configuration not stated) in ALDH1A1 block is entered as 2.3%
# `COc1ccc(C)cc1NC(=O)C(Sc1nnnn1C)c1ccccc1` (configuration not stated) in GAA spleen mod is entered as -2.9%
# `Cc1c(Br)c([N+](=O)[O-])nn1CCCC(=O)Nc1c(C)n(C)n(-c2ccccc2)c1=O` in Tau fluor counter is entered as -8.9%
# `CCOc1ccc(N2C(=O)c3cccnc3C2Nc2ccc(C)cc2)cc1` (configuration not stated) in GAA inh is entered as -2.5%

# Following part:
SMILES,Tau fluor counter,GAA spleen mod,Epigenetic reg,GAA glycogen mod,GLA spleen mod,GAA inh,NPSR antagonist,ALDH1A1 block
COC(=O)C1=C(C)NC(C)=C(C(=O)OC)C1C(=O)OC(C)C(=O)c1ccccc1 (configuration not stated),9.5%,7.5%,-2.5%,5.8%,2.7%,-1.9%,13.2%,1.0%
COC(=O)c1cn(-c2nc(C)c3c(n2)CCC3)nn1,2.2%,-4.2%,1.1%,13.8%,-7.0%,5.5%,13.2%,-2.2%
O=C(COC(=O)/C=C/c1ccc(S(=O)(=O)N2CCCCCC2)cc1)NCc1ccccc1Cl,-0.5%,-18.9%,-3.0%,-1.7%,6.3%,3.2%,-4.4%,8.0%
Cc1cc(NC(=O)Cc2cn3ccsc3n2)n(-c2ccccc2)n1,0.6%,6.0%,0.0%,4.5%,2.7%,?,-9.1%[46.1 µM],2.1%
Cc1nc(C)c(-c2nnc(-c3ccccc3Cl)o2)cc1C(=O)NN,3.6%,8.2%,0.0%,-16.2%,1.8%,/,5.6%,/
Cc1ccc(NC(=O)/C(=C/c2cccc(Br)c2)NC(=O)c2ccco2)cc1,6.3%,-6.1%,2.3%,3.6%,4.4%,?,-11.4%,?
O=C(CCC(=O)Nc1ccc(Cl)cc1Cl)NNC(=O)Nc1ccccc1,-3.9%,8.8%,1.1%,-4.2%,3.6%,0.0%,6.7%,3.4%
O=c1[nH]c2ccc(S(=O)(=O)Nc3ccc(-c4nnc5n4CCCCC5)cc3)cc2o1,-1.0%,-6.6%,-0.7%,-0.7%,-2.6%,-2.0%,-13.6%[46.1 µM],-3.9%
COc1cc(Nc2ccc(C(=O)O)cc2[N+](=O)[O-])cc(OC)c1,-12.8%,-1.6%,8.6%,3.1%,-1.0%,?,-20.9%,9.3%
CC(C)(C)C(=O)Nc1ccc2c(c1)-c1cc(NC(=O)C(C)(C)C)ccc1C2,-2.6%,-3.7%,-1.1%,11.9%,1.0%,-1.5%,-0.8%[46.1 µM],1.3%
CCOC(=O)c1cnc(SCc2nc(N)nc(Nc3ccc(C)cc3)n2)nc1N,-29.0%,-8.8%,-1.0%,7.2%,1.9%,-5.1%,-11.5%[46.1 µM],-5.3%

# Entries of single compounds, quoted from the list. Order of screens: Tau fluor counter | GAA spleen mod | Epigenetic reg | GAA glycogen mod | GLA spleen mod | GAA inh | NPSR antagonist | ALDH1A1 block
# COC(=O)C1=C(C)NC(C)=C(C(=O)OC)C1C(=O)OC(C)C(=O)c1ccccc1 (configuration not stated) is entered as 9.5% | 7.5% | -2.5% | 5.8% | 2.7% | -1.9% | 13.2% | 1.0%
# CC(C)(C)C(=O)Nc1ccc2c(c1)-c1cc(NC(=O)C(C)(C)C)ccc1C2 is entered as -2.6% | -3.7% | -1.1% | 11.9% | 1.0% | -1.5% | -0.8%[46.1 µM] | 1.3%

# Some of the compounds tested (hit frequency here may not be typical).
